Screening results (PubChem)
Tb hexokinase: Trypanosoma brucei hexokinase 1 inhibitors, primary screen, biochemical, G6PDH-coupled NADH absorbance, MLSCN library. recombinant TbHK1, G6PDH-coupled NADH A340. inhibition, % at 10 µM. 220,000 compounds, 0.11% hits. AID 1430, 2008;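 active = inhibition of 50% or more in the single-dose primary screen; inactive = inhibition below 50%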
Wee1 stabilizer: Wee1 degradation inhibitors, primary screen, cell-based, HeLa, Wee1K328M-luciferase, luminescence. Wee1-like protein kinase (Homo sapiens), P30291. HeLa Luc-Wee1K328M stability; 100% = proteasome inhibitor MG132 effect. reporter increase, % at 5 µM. 220,000 compounds, 1.2% hits;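 active = activation above the mean of all tested compounds plus 3 SD, set per screening run, cut at about 8.8% in these data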;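 also: cells exposed to compound for 20 h before luminescence read; 0% = DMSO alone and 100% = MG132 at 30 µM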
Target sequence (P30291 whole entry K328M): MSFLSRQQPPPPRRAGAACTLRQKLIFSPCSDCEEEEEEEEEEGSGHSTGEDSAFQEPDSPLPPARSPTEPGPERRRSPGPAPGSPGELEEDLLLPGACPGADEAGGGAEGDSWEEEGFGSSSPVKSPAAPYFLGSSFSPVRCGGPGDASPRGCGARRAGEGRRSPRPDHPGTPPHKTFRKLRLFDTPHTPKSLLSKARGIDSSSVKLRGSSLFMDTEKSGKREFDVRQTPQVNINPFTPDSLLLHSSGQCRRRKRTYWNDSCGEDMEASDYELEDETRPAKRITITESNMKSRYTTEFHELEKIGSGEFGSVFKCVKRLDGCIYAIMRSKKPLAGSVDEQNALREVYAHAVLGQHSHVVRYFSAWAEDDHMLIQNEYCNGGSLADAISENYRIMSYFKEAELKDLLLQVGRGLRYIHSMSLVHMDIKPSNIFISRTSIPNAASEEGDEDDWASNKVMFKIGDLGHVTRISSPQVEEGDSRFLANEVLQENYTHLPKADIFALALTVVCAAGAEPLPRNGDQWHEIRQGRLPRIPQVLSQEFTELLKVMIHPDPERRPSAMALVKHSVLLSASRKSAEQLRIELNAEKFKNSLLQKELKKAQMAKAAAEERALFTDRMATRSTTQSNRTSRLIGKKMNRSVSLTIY
TNF death inh: inhibitors of TNF-alpha triggered necroptosis, primary screen, cell-based, Jurkat FADD-/-, single concentration; 220,000 compounds, 0.068% hits; activation (protection from cell death), % at 10 µM; AID 463075, 2010; Jurkat FADD-/- TNF necroptosis rescue, ATP luminescence, 24 h; 0 = TNF only, 100 = no-TNF cells;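 active = activation, meaning protection from cell death, of at least 50% relative to plate controls; inactive = activation below 50%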;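 also: necroptosis triggered by 40 ng/mL TNF-alpha added together with compound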
PGE2 EP2 inh: human EP2 receptor antagonists, primary screen, TR-FRET cAMP, C6 glioma cells; Prostaglandin E2 receptor EP2 subtype (Homo sapiens), P43116; C6 glioma cells expressing human EP2; cells stimulated with saturating PGE2; inhibition, % at 25 µM; 260,000 compounds, 0.52% hits; AID 1422, 2008;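 active = percent inhibition above 40 after rounding to a whole number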;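 also: rat C6 glioma host cells with rolipram phosphodiesterase inhibitor present; the protocol text gives 20 µM as final concentration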
Target sequence (P43116 whole entry, looked up): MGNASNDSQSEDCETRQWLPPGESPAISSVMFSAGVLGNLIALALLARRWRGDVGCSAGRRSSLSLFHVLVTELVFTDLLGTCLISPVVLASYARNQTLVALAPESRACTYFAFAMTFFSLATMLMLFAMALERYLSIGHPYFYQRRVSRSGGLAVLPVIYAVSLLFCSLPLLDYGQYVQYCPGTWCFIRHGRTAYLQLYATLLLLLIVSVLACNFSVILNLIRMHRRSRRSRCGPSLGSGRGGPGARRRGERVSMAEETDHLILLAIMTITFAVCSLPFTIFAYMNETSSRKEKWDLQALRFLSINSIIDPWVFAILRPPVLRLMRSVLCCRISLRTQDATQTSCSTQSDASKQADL
PPC-1+TRAIL kill: compounds killing PPC-1 cancer cells with TRAIL present, primary screen, TRAIL potentiator project, ATPLite luminescence, uHTS. PPC-1 cells + TRAIL, ATPLite viability luminescence. cell killing (% activity), % at 4 µM. 220,000 compounds, 0.41% hits. AID 1443, 2008;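 active = cell killing above 50% in the first pass at 4 µM, then a duplicate retest at 5 µM averaging 50% or more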;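 also: plate controls were cells with TRAIL plus DMSO for no effect and medium-only wells lacking cells for full effect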
L929 necroptosis: inhibitors of zVAD-triggered necroptosis, primary screen, L929 cells. L929 zVAD necroptosis rescue, ATP luminescence, 24 h; with zVAD 60 µM. viability rescue, % at 10 µM. 220,000 compounds, 0.38% hits. AID 1377, 2008;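 active = activation, scaled between plate controls, above about 75%, limit read from the data; inactive = activation under that limit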;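 also: 0% = zVAD with DMSO and 100% = DMSO alone without zVAD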
FXIa inh 1536: human FXIa protease inhibitors, primary screen, biochemical, 1536-well; Coagulation factor XI (Homo sapiens), P03951; inhibition, % at 5 µM; purified FXIa, Boc-Glu-Ala-Arg-AMC fluorogenic substrate; AID 798, 2007; 220,000 compounds, 0.14% hits;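 active = inhibition of at least 40%; inactive = inhibition below 40%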;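 also: fluorescence of freed AMC excited at 355 nm; 0% = enzyme without compound and 100% = no enzyme blank; many of its hits are not listed in these tables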
FXIIa inh 1536: human FXIIa protease inhibitors, primary screen, biochemical, 1536-well; AID 800, 2007; 220,000 compounds, 0.3% hits; purified FXIIa, Boc-QGR-AMC fluorogenic substrate, 2 h; inhibition, % at 5 µM; Coagulation factor XII (Homo sapiens), P00748; in the data active = inhibition above about 40%;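 also: 0% = enzyme with no compound and 100% = blank without enzyme; many of its hits are not listed in these tables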
CHOP inhibitor: inhibitors of CHOP promoter induction, primary screen, cell-based, unfolded protein response, luciferase reporter; CHO-K1 CHOP-promoter luciferase, tunicamycin-induced, 15-18 h; inhibition, % at 10 µM; 220,000 compounds, 3.8% hits;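 active = compounds that reduced the stress-induced luciferase reporter signal by more than about 70% of percent inhibition, limit read from the data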;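 also: 0% = tunicamycin plus vehicle and 100% = wells without tunicamycin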
Numbers without * were called inactive; · = not tested or not shown; & = joins results of further samples. An excerpt. The share of hits here may be higher or lower than overall.

[1] Cc1ccc(C(=O)C(NC(=O)c2ccco2)N2CCOCC2)cc1 (stereo not given)
[2] CCCCOc1ccc(S(=O)(=O)Nc2cccnc2)cc1
[3] C=CCN=c1scc(-c2ccccc2)n1/N=C/c1ccccn1
[4] O=C(Cn1c(=O)n(-c2ccc(F)cc2)c(=O)c2sccc21)NC1CCCCC1
[5] CC1(C)CC(=O)C(=Cc2cn(CCC#N)nc2-c2ccc(F)cc2)C(=O)C1
[6] CC1=C(C#N)C(=O)OC(C)(C)C1
[7] O=C(Oc1ccc2ccccc2c1Br)N1CCCCCC1
[8] CCN(Cc1ccccc1)C(=O)COC(=O)c1cc(S(=O)(=O)Nc2c(C)n(C)n(-c3ccccc3)c2=O)ccc1C
[9] COC(=O)CCC(=O)Nc1ccc(NC(=O)CCC(=O)OC)cc1
[10] O=C(CCCCCN1C(=O)C2C3C=CC(C3)C2C1=O)Nc1nccs1 (stereo not given)
entry no.	1	2	3	4	5	6	7	8	9	10
Wee1 stabilizer	2	-1	2	0	-1	-3	-1	-1	0	4
TNF death inh	-1.5	-4.4	0.2	0.3	-1.5	-0.2	-7.4	1.5	0.0	2.9
L929 necroptosis	0.0	-0.1	-0.6	3.9	·	1.3	0.6	0.0	0.0	5.0
FXIIa inh 1536	-2	4	19	6	14	7	9	-9	11	5
PPC-1+TRAIL kill	16	17	30	27	12	-6	33	12	9	30
Tb hexokinase	-4	7	-11	-2	10	-2	0	-3	-11	0
CHOP inhibitor	7	44	7	-6	-36	38	29	8	-7	12
FXIa inh 1536	-2	-3	9	-1	10	3	-8	-10	5	-6
PGE2 EP2 inh	2	10	2	13	25	18	8	6	15	6

[11] Cc1cc(=O)oc2c3c(ccc12)OC/C3=N/N
[12] Cc1cc(-c2nc3ccccc3[nH]2)ccc1N
[13] O=C(NCc1cccnc1)c1ccc(-c2ccc(Cl)cc2)o1
[14] Cn1c(SC(C(=O)Nc2ccc(F)cc2)c2ccccc2)nc2ccccc21 (stereo not given)
[15] Fc1ccccc1/C=N/Nc1nc(N2CCCCC2)nc(N2CCCCC2)n1
[16] CCC(C)N(C)Cc1cccc(C2(O)CCN(S(=O)(=O)c3ccc(F)cc3)CC2)c1 (stereo not given)
[17] O=C(/C=C/c1ccco1)N1CCN(c2ccc(F)cc2)CC1
[18] CCCn1nc(Oc2nc(SC)nc(N(C)C)n2)ccc1=O
[19] NC(=O)[C@@H]1CC2(CC(c3cccc(NC(=O)COc4ccc(Cl)cc4)c3)=NO2)CN1C(=O)COc1ccc(Cl)cc1 (stereo not given in full)
[20] CCc1ccccc1N1C(=O)c2cccc3c(N4CCOCC4)c([N+](=O)[O-])cc(c23)C1=O
entry no.	11	12	13	14	15	16	17	18	19	20
Wee1 stabilizer	0	0	-2	3	-1	-3	0	-3	·	0
TNF death inh	3.9	-3.1	0.6	4.7	1.5	-2.0	-2.8	-2.3	-11	-3.7
L929 necroptosis	0.5	0.8	6.6	1.1	0.0	-0.4	-0.4	2.2	0.7	-0.1
FXIIa inh 1536	3	3	6	11	1	7	12	13	10	2
PPC-1+TRAIL kill	8	40	-14	5	·	-23	5	-16	-9	-15
Tb hexokinase	-10	-28	-4	4	-13	3	-14	-2	-9	-9
CHOP inhibitor	8	-12	29	23	15	17	20	6	67	36
FXIa inh 1536	1	-2	1	8	-5	-6	8	10	4	-7
PGE2 EP2 inh	7	3	13	4	1	6	3	9	-3	7

[21] CCOc1ccccc1/C=N/NC(=O)CNC(=O)c1ccc(S(=O)(=O)N2CCOCC2)cc1
[22] COc1cccc(NC(=O)Nc2cccnc2)c1
[23] O=C(CSc1nnc(-c2ccncc2)n1-c1ccccc1)Nc1ccc(C(=O)O)cc1
[24] O=C(Cn1nc(Cl)nc1Cl)c1ccc2c(c1)OCCO2
[25] Cc1nnc(C)n1/N=C/c1cc(Br)cc(Br)c1O
[26] CC(=O)Nc1ccc(NC(=O)CCC(=O)OCC(=O)c2cccc([N+](=O)[O-])c2)cc1
[27] O=[N+]([O-])c1cc(S(=O)(=O)N2CCCC2)ccc1NN=C1CCCCC1
[28] CC1CCCCC1NC(=O)c1cc2ccccc2o1 (stereo not given)
[29] CC(=O)Oc1ccc(NC(=O)CSc2ccccc2)cc1
[30] Cc1cccn2c(=O)c3cc(C(=O)NCc4ccco4)c(=N)n(CCc4ccccc4)c3nc12
entry no.	21	22	23	24	25	26	27	28	29	30
Wee1 stabilizer	-3	-2	-2	1	1	4	0	1	1	-1
TNF death inh	3.2	0.1	-1.1	-4.6	-1.2	-1.1	1.1	2.0	-0.5	-8.3
L929 necroptosis	0.8	-0.1	-1.1	0.1	-0.5	0.7	0.3	1.1	1.5	-1.1
FXIIa inh 1536	7	40*	10	-13	-8	11	14	0	16	2
PPC-1+TRAIL kill	0	16	8	7	21	13	8	13	-2	24
Tb hexokinase	-4	2	-3	3	1	0	25	1	2	-8
CHOP inhibitor	45	-6	8	-65	16	-3	27	-26	-4	-70
FXIa inh 1536	-2	11	0	-14	-5	-2	9	0	1	3
PGE2 EP2 inh	7	3	6	16	23	5	8	10	2	4

Some values from the entries so far:
#21 in Tb hexokinase is entered as -4
#27 in PGE2 EP2 inh is entered as 8

Going on with the list.
[31] CCSc1oc(-c2ccccc2)nc1S(=O)(=O)c1ccccc1
[32] COCCNC(=O)C(c1ccco1)N(C(=O)Cn1nnc2ccccc21)c1ccc(C)cc1C (stereo not given)
[33] O=C(CSc1ccsc1[N+](=O)[O-])N1CCCCCC1
[34] N#CC1=C(N)Oc2n[nH]c(-c3ccc(F)cc3)c2C1c1ccncc1 (stereo not given)
[35] COc1ccccc1CNC(=O)c1ccc(SC)cc1OC
[36] Cc1ccc(S(=O)(=O)N2CC3(C)CN(S(=O)(=O)c4ccc(C)cc4)CC(C)(C2)C3O)cc1 (stereo not given)
[37] CCCCc1ccc(NC(=S)NCC2CCCO2)cc1 (stereo not given)
[38] NS(=O)(=O)c1ccc(CCNC(=O)c2cc(-c3ccc(Br)cc3)nc3ccccc23)cc1
[39] CN1CCN(NC(=O)CC(C)(C)C)CC1
[40] CC1=CC(C)C2COC(c3ccc[n+](C)c3)C1C2C (stereo not given)
entry no.	31	32	33	34	35	36	37	38	39	40
Wee1 stabilizer	1	0	-3	1	-1	2	3	3	-1	-3
TNF death inh	-0.6	-1.1	2.4	-1.0	0.4	0.6	-5.6	-3.2	-0.6	1.7
L929 necroptosis	0.1	-0.3	0.9	1.2	3.4	0.1	-0.4	1.9	3.7	-0.3
FXIIa inh 1536	8	-2	2	16	-5	1	5	5	1	11
PPC-1+TRAIL kill	-14	7	16	11	17	3	4	27	3	-2
Tb hexokinase	5	-3	-4	-5	0	2	2	2	4	15
CHOP inhibitor	59	4	-10	1	3	0	3	54	10	21
FXIa inh 1536	-7	0	-1	6	-8	14	-2	0	-3	7
PGE2 EP2 inh	4	5	9	·	7	7	4	9	8	11

[41] OCCN(Cc1ccccc1)Cc1cccc(C(F)(F)F)c1
[42] Cc1cc(C)cc(Oc2nc3c(C)cccn3c(=O)c2/C=C(\C#N)C(=O)NC2CCS(=O)(=O)C2)c1 (stereo not given)
[43] CCN(CC)S(=O)(=O)c1ccc(C(=O)Nc2nnc(C(C)C)s2)cc1
[44] COc1cc(S(=O)(=O)N2CCN=C2c2ccccc2)ccc1F
[45] O=C1NC(=O)C(=C2CCCCCC2)S1
[46] N#Cc1cc(-c2ccccc2)cnc1Sc1ccccc1
[47] Cc1ccc(S(=O)(=O)N2CCCC(C(=O)NCCC3=CCCCC3)C2)cc1 (stereo not given)
[48] COc1ccc2oc(-c3ccc(NC(=O)c4ccc(N5CCOCC5)c([N+](=O)[O-])c4)cc3)nc2c1
[49] CCOC(=O)/C(C#N)=C1\C=CN(C)C(C)=N1
[50] CSc1ccc(S(=O)(=O)NCCSC(C)(C)C)cc1
entry no.	41	42	43	44	45	46	47	48	49	50
Wee1 stabilizer	0	-1	-2	2	1	2	-1	2	-2	0
TNF death inh	-0.2	-4.9	0.3	-7.1	1.9	-2.8	-0.4	0.1	-1.7	3.1
L929 necroptosis	0.0	0.7	1.1	1.8	0.5	0.5	1.2	2.9	0.0	-0.2
FXIIa inh 1536	10	7	-1	12	27	13	19	6	0	14
PPC-1+TRAIL kill	2	9	6	21	-19	24	-22	14	-6	-3
Tb hexokinase	3	-14	-6	2	-2	2	-1	-18	-78	-3
CHOP inhibitor	46	-24	26	7	-4	-23	29	2	-9	49
FXIa inh 1536	-14	4	8	-8	19	2	5	3	-5	5
PGE2 EP2 inh	3	15	8	7	2	6	8&9	7	9	7

Values in list order from above.
Nos. 46 to 50 in PGE2 EP2 inh read 6, 8&9, 7, 9, 7
Nos. 46 to 50 in TNF death inh read -2.8, -0.4, 0.1, -1.7, 3.1

Returning to the listing, starting 3 compounds before the break.
[48] COc1ccc2oc(-c3ccc(NC(=O)c4ccc(N5CCOCC5)c([N+](=O)[O-])c4)cc3)nc2c1
[49] CCOC(=O)/C(C#N)=C1\C=CN(C)C(C)=N1
[50] CSc1ccc(S(=O)(=O)NCCSC(C)(C)C)cc1
[51] Cc1ccc(NC(=O)CCC(=O)N/N=C/C=C/c2ccccc2)cc1
[52] C=CCN1C(=O)c2ccc(C(=O)OCC(=O)N(C)C3CCCCC3)cc2C1=O
[53] c1ccc(-c2nnc(CSc3nnc(-c4ccncc4)n3Cc3ccco3)o2)cc1
[54] c1ccc(Cn2c(CSc3nnnn3-c3ccccc3)nc3ccccc32)cc1
[55] COc1ccc(CNC(=O)c2cnc(C)cn2)cc1
[56] CCOc1c(Nc2cccc(Cl)c2)c(=O)c1=O
[57] COCCn1c(SCC(=O)Nc2cccc(OC)c2)nc2c(oc3ccccc32)c1=O
[58] Cc1ccccc1NC(=O)/C(C#N)=C\c1cccnc1
[59] COc1ccc(CNC(=O)C(=O)NC2CC(C)(C)NC(C)(C)C2)cc1
[60] Cc1ccc(CCNC(=O)CCNS(=O)(=O)c2ccc3c(c2)c(=O)n(C)c(=O)n3C)cc1
entry no.	48	49	50	51	52	53	54	55	56	57	58	59	60
Wee1 stabilizer	2	-2	0	1	-2	3	-2	2	-2	-5	0	-3	-1
TNF death inh	0.1	-1.7	3.1	3.2	1.0	-5.3	-1.1	-2.1	-4.8	2.1	-7.7	0.5	-2.3
L929 necroptosis	2.9	0.0	-0.2	1.7	3.8	-0.2	-0.1	0.9	-0.2	-0.5	-0.2	0.4	-0.2
FXIIa inh 1536	6	0	14	5	3	20	14	13	8	0	14	-7	14
PPC-1+TRAIL kill	14	-6	-3	-17	12	-15	-10	15	14	8	17	-25	13
Tb hexokinase	-18	-78	-3	-3	1	4	-3	5	-21	-10	-1	-2	23
CHOP inhibitor	2	-9	49	16	9	-6	31	-37	18	9	-40	-2	5
FXIa inh 1536	3	-5	5	2	-8	2	0	-4	4	-5	2	0	-2
PGE2 EP2 inh	7	9	7	13	6	·	-3	6	4	1	12	5	0
